Source: PubChem BioAssay (National Center for Advancing Translational Sciences (NCATS))
Vif-APOBEC3G blk = Vif-A3G binding inhibition; Q9HC16; HeLa A3G-eYFP + Vif (tagged APOBEC3G with the HIV-1 protein that degrades it), YFP fluorescence, overnight; Potency, µM (titrated, usually from 46.1 µM), for inactives: at the top dose activity, negative = active, usual class: inhibitors; hit rate 0.076% among 410,000;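 further: potency means the concentration at half of the fitted maximal effect; on the % scale 0 is the no-effect control and ±100 the full control effect; nearly all actives have a fitted effect of over 60% in size; hits raise eYFP signal because A3G escapes Vif-driven loss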
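HeLa cells stably expressing Vif and C-terminally eYFP-tagged A3G, seeded overnight at 37 deg C, then exposed to compound by pintool overnight at 37 deg C. Rise in yellow fluorescence (Ex 488/Em 500-530, Acumen) marks blocked Vif-driven A3G degradation.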
TrxR1 substrate = substrates of rat thioredoxin reductase 1. purified TrxR1 substrate turnover, NADPH consumption readout. Potency, µM (doses to about 114 µM), without a hit: at the top dose activity change, negative = substrate turnover. hit rate 0.01% among 390,000; further: potency means the concentration at half of the fitted maximal effect; on the % scale 0 is the no-effect control and ±100 the full control effect; nearly all actives have a fitted effect of over 50% in size
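Rat TrxR1, dispensed at 90 nM, was prereduced with 400 uM NADPH (final) for 5 min at ~22 deg C, then incubated with compound 15 min before 400 uM selenite. A first-read NADPH fluorescence drop versus no-compound background flagged substrates.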
mIDH1 inhibitor = inhibitors of human mutant IDH1 R132H | Potency, µM (top dose mostly 76.6 µM), inactives show at the highest dose activity change, negative = inhibition, actives largely listed as inhibitors | hit rate 0.093% among 390,000 | IDH1-R132H enzyme, NADPH consumption, diaphorase/resazurin fluorescence | AID 602179 | O75874; further: potency means the concentration at half of the fitted maximal effect; on the % scale 0 is the no-effect control and ±100 the full control effect; nearly all actives have a fitted effect of over 65% in size
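IDH1-R132H (0.5 ug/mL) preincubated 30 min with compound, then NADPH (0.016 mM) and alpha-KG (2 mM) added; 80 min at RT, pH 7.5. Remaining NADPH coupled via diaphorase/resazurin to fluorescence (540/590 nm); concentration-response curves normalized to no-enzyme control.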
Glioma ERSR ind = ER stress response induction in glioma; U87-MG GRP78 promoter luciferase reporter, 16 h; Potency, µM, inactives show at the highest dose activation, most hits filed as activators; hit rate 0.02% among 420,000; AID 602332; further: potency means the concentration at half of the fitted maximal effect; series mostly up to about 76 µM; % of control where 0% means no effect; nearly all actives have a fitted effect of over 35% in size
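ERSR induction read as luciferase luminescence (Bright-Glo, 10 min at room temperature) in stably transfected human U87-MG glioma cells exposed to compounds for 16 h, using GRP78 as sensor.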
RGS4 inhibitor = inhibitors of human regulator of G protein signaling 4. P49798. Transcreener GDP fluorescence polarization, RGS4-accelerated GTP hydrolysis. Potency, µM (series often up to 114 µM), inactives show at the highest dose activity change, negative = inhibition, hits mostly inhibitors. hit rate 0.039% among 390,000. AID 504845; further: potency means the concentration at half of the fitted maximal effect; on the % scale 0 is the no-effect control and ±100 the full control effect; nearly all actives have a fitted effect of over 75% in size; some results filed as inactive show a strong effect at the top dose
Target sequence (P49798 whole entry, looked up): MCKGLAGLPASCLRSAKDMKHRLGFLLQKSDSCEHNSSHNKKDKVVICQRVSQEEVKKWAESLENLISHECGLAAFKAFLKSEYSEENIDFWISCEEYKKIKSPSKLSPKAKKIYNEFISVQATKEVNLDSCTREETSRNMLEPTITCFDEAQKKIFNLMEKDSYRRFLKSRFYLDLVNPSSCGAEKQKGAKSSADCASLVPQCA
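MLSMR compounds (23 nl, pin-transferred) preincubated 10 min at room temperature with a 500nM (2x) first reagent, then RGS4 at 900nM (2x) plus Transcreener GDP mix added; fluorescence polarization (620/688 nm) read before and after 90 min at 30 °C.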
TrxR1 inh = blocks rat thioredoxin reductase 1; O89049; recombinant rTrxR1, NADPH fluorescence consumption, selenite substrate; Potency, µM (highest dose often 114 µM), for the others: at the top dose activity change, negative = inhibition, hits mostly inhibitors; hit rate 1% among 390,000; AID 588453; further: potency means the concentration at half of the fitted maximal effect; on the % scale 0 is the no-effect control and ±100 the full control effect; nearly all actives have a fitted effect of over 65% in size
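Rat TrxR1 (90 nM in the dispensed reagent) was pre-reduced with 400 uM NADPH for 5 min at room temperature, then incubated with compound for 15 min. After 400 uM selenite was added, NADPH fluorescence (Ex 340/Em 450 nm) was followed for 8 min.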
LDHA block = inhibitors of human lactate dehydrogenase A. purified LDHA, NADH/diaphorase-resazurin fluorescence; active compounds read low. P00338. activity change, % (values are at about 110 or 230 µM). hit rate 0.15% among 480,000; in the data active means activity change below about -30%; inconclusive means mostly about -25% to -30%;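 further: plate controls were DMSO wells for no effect and wells without enzyme for full effect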
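Human LDH5 at 2 nM final in Tris HCl pH 7.4 with 0.06 mM NADH and 0.2 mM pyruvate, reacted 5 minutes at room temperature. Remaining NADH coupled via diaphorase/resazurin; resorufin fluorescence read at 0 and 20 minutes, normalized to enzyme-free and DMSO wells.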
Vif-APOBEC3F blk = blocks the Vif interaction with APOBEC3F. HeLa A3F-eYFP + Vif (tagged APOBEC3F with the HIV-1 protein that degrades it), YFP fluorescence increase. Potency, µM (doses to about 46.1 µM), without a hit: at the highest dose activity, negative = active. hit rate 0.2% among 390,000; further: potency means the concentration at half of the fitted maximal effect; % of control where 0% means no effect; nearly all actives have a fitted effect of over 65% in size
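Fluorescence increase (Ex 488/Em 500-530) after overnight compound treatment at 37 deg C flags inhibition of Vif-driven A3F-eYFP loss in stable HeLa A3F-eYFP/Vif cells seeded overnight beforehand.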
USP1-UAF1 inh = inhibitors of human USP1/UAF1 deubiquitinase; Potency, µM (top dose mostly 57.1 µM), inactives show top-dose activity change, negative = inhibition, actives largely listed as inhibitors; AID 743255; recombinant USP1/UAF1, Ub-Rhodamine cleavage fluorescence; hit rate 0.23% among 390,000; O94782; further: potency means the concentration at half of the fitted maximal effect; on the % scale 0 is the no-effect control and ±100 the full control effect; nearly all actives have a fitted effect of over 60% in size; inactives centre near -12
Target sequence (O94782 whole entry, looked up): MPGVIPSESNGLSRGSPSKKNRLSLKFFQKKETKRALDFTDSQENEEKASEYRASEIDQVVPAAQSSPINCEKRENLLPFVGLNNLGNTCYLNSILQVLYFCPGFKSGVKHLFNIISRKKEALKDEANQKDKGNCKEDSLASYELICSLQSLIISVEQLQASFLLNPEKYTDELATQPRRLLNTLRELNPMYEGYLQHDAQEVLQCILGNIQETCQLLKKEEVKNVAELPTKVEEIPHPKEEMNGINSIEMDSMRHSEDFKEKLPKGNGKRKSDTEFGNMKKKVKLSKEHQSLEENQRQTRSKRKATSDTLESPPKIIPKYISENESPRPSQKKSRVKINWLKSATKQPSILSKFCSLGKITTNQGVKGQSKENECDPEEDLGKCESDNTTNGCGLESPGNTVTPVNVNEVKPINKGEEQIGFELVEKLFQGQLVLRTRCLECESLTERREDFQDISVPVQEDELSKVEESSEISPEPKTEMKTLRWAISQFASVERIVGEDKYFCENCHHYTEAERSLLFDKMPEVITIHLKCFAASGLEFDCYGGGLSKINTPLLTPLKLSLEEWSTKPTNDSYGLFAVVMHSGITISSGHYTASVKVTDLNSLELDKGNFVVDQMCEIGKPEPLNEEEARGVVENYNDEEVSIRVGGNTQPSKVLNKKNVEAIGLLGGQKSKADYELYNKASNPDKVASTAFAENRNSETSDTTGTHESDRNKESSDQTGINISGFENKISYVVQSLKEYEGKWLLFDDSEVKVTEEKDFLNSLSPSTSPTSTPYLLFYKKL
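Step one: compound is pinned into 1nM USP1/UAF1 in HEPES pH 7.8 buffer with TCEP. Step two: 15 min room-temperature incubation. Step three: Ub-Rho (150nM final) starts cleavage, tracked by fluorescence over six one-minute reads.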
Active calls of the source: *; ? = inconclusive; . = not tested or not shown; & = joins results of further samples; [ ] = remark or other dose. Unless noted, the call rests on the fitted dose curve; in most records, active means well fitted curve in the direction sought with a large enough effect; inconclusive means small, poorly fitted or top-dose-only effect, or another doubt; inactive means no such curve, though single readings can be large; an effect the other way counts as inactive or inconclusive. This is a subset. The share of hits here may be higher or lower than overall.

SMILES	Vif-APOBEC3G blk	TrxR1 substrate	mIDH1 inhibitor	Glioma ERSR ind	RGS4 inhibitor	TrxR1 inh	LDHA block	Vif-APOBEC3F blk	USP1-UAF1 inh
COc1ccc(C(=O)N/C(=C\c2cccs2)C(=O)N2CCN(C)CC2)cc1OC	-5.1%	-2.6%	3.6%	0.6%	10.8%	13.3%	-7.2	-14.1%	-1.2%
CCOc1ccc(-c2cc(NC(=O)Nc3cccc(C(C)=O)c3)c(C(=O)OC)s2)cc1	4.4%	1.9%	0.0%	-0.3%	-10.4%	13.7%	6.3	3.5%	13.4%
Cc1nc(SCC(=O)Nc2ccccc2)c2oc3ccccc3c2n1	0.7%	0.2%	5.4%	-3.9%	48.5%	10.8%	-2.6&0.2	-8.4%	-14.7%
COc1ccccc1CNC(=O)Cc1c(C)c2c(cc(C)c3c(C)c(C)oc32)oc1=O	2.3%	-0.9%	0.4%	-3.8%	8.2%	8.3%	-1.7	-0.1%	-18.6%
CCOC(=O)c1c(C)[nH]c(C(=O)COC(=O)/C=C/c2ccc(O)c(OC)c2)c1C	-2.1%	-14.2%	1.0%	-4.7%	-5.6%	-16.6%	-1.9	-7.3%	-13.4%
O=C1COc2ccc(C(=O)COC(=O)CCCOc3ccccc3)cc2N1	-2.4%	.	5.9%	-2.2%	.	.	-2.6	-2.1%	0.5%
Cc1nnc(SCC2=C(C(=O)O)N3C(=O)C(NC(=O)Cn4nc(C(F)F)cc4C)C3SC2)s1 (stereo not drawn)	2.1%	-5.7%	-6.6%	-2.1%	-11.6%	44.7µM*	4.2	3.2%	-17.2%
CC(CCc1ccccn1)C(=O)C(C)CCc1ccccn1 (stereo not drawn)	2.4%	10.1%[57.1 µM]	7.3%	-2.0%	0.1%	8.5%[57.1 µM]	-6.5	-8.1%	-20.0%
Cc1c(Nc2nc(-c3ccccc3)cs2)c(=O)n(-c2ccccc2)n1C	0.2%	-14.4%	1.9%	1.4%	17.1%	6.2%[57.1 µM]	-6.5	-21.4%	-1.1%
O=C(OC1CCOC1=O)c1ccc(NS(=O)(=O)c2cccs2)cc1 (stereo not drawn)	1.0%	-7.8%	-0.9%	-4.8%	-9.0%	2.7%	-0.3	3.0%	-11.9%
Cc1[nH]c2ccccc2c1/C=C/c1c(C)[nH]c2ccccc12	-1.9%	-3.2%	.	-4.3%	.	-7.3%	0.7	.	.
COc1cc2c(cc1OC)C(c1cc(Br)ccc1F)N(C(=O)CCl)CC2 (stereo not drawn)	?	-3.5%[57.1 µM]	?	-12.8%	-24.1%	?	0.7	1.0%	?
COCCNC(=S)N(CCc1c(C)[nH]c2ccc(F)cc12)Cc1ccc(C)cc1	-1.1%	-4.1%	0.0%	-2.9%	-18.5%	-2.2%	-2.0	2.0%	-18.2%
Nc1c(NCCN2CCCCC2)c2ccccc2oc1=O	1.9%	-2.8%	10.8%	3.4%	-10.5%[56.9 µM]	?	1.0	-3.6%	-23.2%
CCOC(=O)C1CCN(C(=O)CC(C)c2ccccc2)CC1 (stereo not drawn)	-0.3%	-0.5%	19.5%	-8.2%	-44.8%[56.9 µM]	9.4%	-3.7	-4.0%	-6.0%
CCOC(=O)c1c(C)oc2nc(C)nc(Nc3cccc(OC)c3)c12	2.0%	-1.9%	7.6%	-2.8%	-15.7%	14.5%	1.9	6.5%	-7.1%
Cc1cc(=O)oc2c1c(C)nn2-c1ccc(Cl)cc1	2.6%	6.1%[57.1 µM]	3.4%	-2.0%	7.7%	25.3%[57.1 µM]	-2.8	8.2%	-4.6%
COc1cc(C)c(Cl)cc1S(=O)(=O)n1ccnc1	0.2%	-3.8%	-15.9%	-4.0%	8.1%	9.5%	-3.0	-8.5%	-6.9%
CCC(=O)c1ccc(OCC(=O)OC(C)C(=O)NCc2ccc3c(c2)OCO3)cc1 (stereo not drawn)	-1.1%	-2.9%	1.1%	-3.7%	-15.6%	9.2%	-1.9	-2.3%	-9.0%
O=C(Nc1ccc(O)cc1)c1cc2ccccc2c(=O)s1	-5.4%	-8.4%[57.1 µM]	7.6%	-0.8%	-2.0%	19.3%[57.1 µM]	-1.1	-22.0%	-8.5%
CCOc1ccc(C(=O)/C=C/Nc2ccc(S(=O)(=O)Nc3cc(C)nc(C)n3)cc2)cc1	0.4%	45.3%[activator][57.1 µM]	-3.0%	2.0%	-2.8%	5.1%[57.1 µM]	-6.7	-0.3%	-19.2%
CC(O)c1ccc2c(c1)OCCOCCN(C)CCOCCO2 (stereo not drawn)	-0.2%	11.4%[57.1 µM]	-1.8%	-0.6%	-22.3%	9.0%[57.1 µM]	-3.9	-0.8%	-11.2%
Cc1ccnc(NS(=O)(=O)c2ccc(NC(=O)C3CCCO3)cc2)n1 (stereo not drawn)	-0.7%	7.3%	6.1%	-2.2%	-14.6%	5.6%	-0.7	-4.6%	-5.8%
O=C(COC(=O)/C=C/c1ccc(C(F)(F)F)cc1)NCC1CCCCC1	-3.9%	3.5%	5.4%	-0.7%	-14.6%	11.3%	-1.1	?	-11.6%
COc1ccc(N2C(=O)CC(N3CCN(c4ccc(S(=O)(=O)N5CCCC5)cc4)CC3)C2=O)cc1 (stereo not drawn)	-0.6%	7.7%[57.1 µM]	3.3%	-6.3%	4.7%	2.2%	-8.4	-1.2%	-17.4%
Cn1c(=O)c(=O)n(C)c2cc(S(=O)(=O)N3CC(=O)N(CCc4ccccc4)C(=O)C3)ccc21	1.7%	1.3%	3.0%	-3.8%	14.2%	-5.4%	-7.5	8.0%	2.8%
C=C(C)CN(CC)C(=O)CC1C(=O)NCCN1CC(C)(C)C (stereo not drawn)	1.2%	-0.6%	1.1%	-0.5%	5.8%	-24.4%	4.2	6.3%	-14.3%
Cc1[nH]c2ccc(C(=O)OCC(=O)Nc3cccc(S(N)(=O)=O)c3)cc2c1C	-4.1%	-3.6%	-6.3%	0.2%	-15.8%	5.0%	-5.8	-2.3%	-8.4%
Cc1nn(CC(O)CN2c3ccccc3Sc3ccccc32)c(C)c1Br (stereo not drawn)	-8.7%	-10.9%[57.1 µM]	2.3%	4.9%	-10.4%[11.4 µM]	3.1%[57.1 µM]	1.9	?	-17.3%
COC(=O)Cn1c2ccccc2c2nc(=O)cc(C)n21	5.2%	7.2%[57.1 µM]	1.8%	6.0%	25.5%	23.2%[57.1 µM]	-9.8	9.7%	?
O=C(c1cc2cc(Cl)ccc2o1)N1CCCCCC1	-4.5%	4.1%	6.1%	6.5%	-0.9%	13.4%	-4.3	2.6%	?
Cc1ccc2nc(-c3ccsc3)c(Nc3ccc(Cl)cc3)n2c1	0.7%	4.6%	-17.7%	-2.9%	11.8%	5.0%	-3.7	-23.9%	-11.6%
S=C(NCCc1ccccn1)Nc1cc(Cl)cc(Cl)c1	-1.2%	-0.3%	13.6%	-0.2%	-4.7%	-3.3%	-2.8	1.5%	-22.8%
O=C(NCc1ccccc1F)c1ccc(CN2CC(=O)N3CCCCC3C2=O)cc1 (stereo not drawn)	2.2%	6.9%	14.2%	-1.7%	-0.1%	19.2%	4.4	-0.5%	-15.6%
CCOC(=O)CN(c1ccccc1)S(=O)(=O)c1ccc(F)cc1	-0.8%	6.3%	-1.9%	-3.9%	0.4%	26.1%	-4.0	?	-19.0%
CCCCC1(C)OC(=O)C(=Cc2ccc(SC)cc2)C(=O)O1 (stereo not drawn)	4.7%	1.6%[57.1 µM]	-6.5%	-2.8%	-15.5%	-23.5%[57.1 µM]	-2.7	1.7%	-6.4%
O=c1[nH]c2ccc([N+](=O)[O-])cc2[nH]1	2.8%	-12.6%	-14.1%	-1.3%	25.2%	-15.1%	-8.8	-15.5%	-0.5%
COCCN(Cc1ccccc1)C(=O)c1cccc(S(=O)(=O)N(C)c2c(C)n(C)n(-c3ccccc3)c2=O)c1	2.4%	-5.3%[57.1 µM]	1.3%	-1.7%	-40.2%	1.8%	4.8	4.9%	-20.7%

4 compounds from above, showing only TrxR1 substrate.
structure | TrxR1 substrate
O=C(c1cc2cc(Cl)ccc2o1)N1CCCCCC1 | 4.1%
Cc1ccc2nc(-c3ccsc3)c(Nc3ccc(Cl)cc3)n2c1 | 4.6%
S=C(NCCc1ccccn1)Nc1cc(Cl)cc(Cl)c1 | -0.3%
O=C(NCc1ccccc1F)c1ccc(CN2CC(=O)N3CCCCC3C2=O)cc1 (stereo not drawn) | 6.9%
